Assay outcomes from PubChem BioAssay.
GPR55 beta-arrestin – selective activators of receptor GPR55 – imaging, U2OS cells, beta-arrestin-GFP redistribution, primary screen (AID 1961). U2OS GPR55 beta-arrestin-GFP redistribution imaging; higher % means a stronger effect. activation, % at 10 µM, or EC50 in µM where a hit was titrated. 290,000 tested, 0.048% active;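 active = activation above 40% with more than 50 cells counted in the well; inconclusive = wells holding fewer than 50 cells, flagged as toxic or sparse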;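 note: U2OS osteosarcoma cells stably expressing GPR55 and beta-arrestin-GFP; plate controls were DMSO negative control for no effect and LPI positive control for full effect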
KOR beta-arrestin-1 – KOR antagonists, beta-arrestin recruitment, cell-based, luminescence, uHTS (AID 1778). inhibition, % at 10 µM; hits with a dose series show IC50 in µM. 290,000 tested, 0.091% active. KOR beta-arrestin recruitment, luminescence, antagonist mode; higher % means a stronger effect; in the data active = inhibition above about 50%; note: strong numbers were not always called active
T cell modulator – T cell immune modulation candidate. 2C CD8+ T cell-vesicle binding, flow cytometry; active compounds read low. calls only at 7 µM. 330,000 tested, 0.068% active;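 active = response, share of CD8 T cells binding vesicles, and their 90th percentile fluorescence all below set limits, cut at about 80% in these data, passing the limit was not always enough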
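Assay system – 2C mouse CD8+ T cells · Also added – QL9-loaded Drosophila micro-vesicles · Timing – Cell–vesicle co-incubation 1.5 h at 37 °C, staining 20 min on ice · Signal – flow cytometry of vesicle-bound cells · Measure – percent CD8+ FL2 mean versus row control · Controls – Peptide-free naked vesicles (low) and QL9 vesicles with 0.7% DMSO vehicle (high)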
GPR35 arrestin U2OS – inhibition of zaprinast-stimulated GPR35 beta-arrestin translocation – imaging, U2OS, beta-arrestin-GFP, zaprinast agonist, primary screen (AID 2058); one-dose inhibition, % at 10 µM; IC50 in µM for titrated hits; 290,000 tested, 0.052% active; U2OS GPR35 beta-arrestin-GFP translocation imaging, zaprinast antagonism; higher % means a stronger effect;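 active = inhibition of at least 50% with at least 30 cells and total cytoplasm GFP at most 10,000,000; inconclusive = under 30 cells or total GFP of 10,000,000 plus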
PhoP inhibition – PhoP-dependent GFP reporter repression – Salmonella Typhimurium, primary screen (AID 1863). S. Typhimurium PhoP-regulated promoter GFP reporter, 4 h; higher % means a stronger effect. inhibition, % at 50 µM, or IC50 in µM where a hit was titrated. 300,000 tested, 0.16% active;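 active = inhibition over 29.93%, a cutoff 3 SD above the screen mean, later confirmed by dose response; inconclusive = inhibition over 29.93% but no dose response follow-up; inactive = inhibition at most 29.93% or unconfirmed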;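 note: 0% = low Mg2+ inducing control and 100% = high Mg2+ repressing control; strong numbers were not always called active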
KOR beta-arrestin-2 – KOR agonists, beta-arrestin recruitment, primary screen, cell-based, luminescence, uHTS (AID 1777). KOR beta-arrestin recruitment, luminescence; higher % means a stronger effect. activation, % at 10 µM, or EC50 in µM where a hit was titrated. 280,000 tested, 0.02% active; in the data active = activation above about 50%, passing the limit was not always enough; note: a part of the inactive calls stands beside numbers as strong as those of hits
GPR55 antagonists – inhibition of LPI-stimulated GPR55 beta-arrestin translocation – imaging, U2OS, beta-arrestin-GFP, LPI agonist, primary screen (AID 2013); U2OS GPR55 beta-arrestin-GFP translocation imaging, LPI antagonism; higher % means a stronger effect; 290,000 tested, 0.13% active; inhibition, % at 10 µM, or IC50 in µM where a hit was titrated;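 active = spots per cell inhibited over 60%, with over 100 cells counted and total cytoplasm intensity under 500,000; inconclusive = wells with under 100 cells, flagged as likely toxic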;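 note: U2OS cells stably carrying GPR55 and arrestin-GFP stimulated by 5 µM LPI near EC80; imaged beta-arrestin-GFP aggregate spots per cell after agonist stimulation; plate controls were LPI-stimulated DMSO wells for no effect and DMSO wells without LPI for full effect; some results filed as inactive read as strong as hits; confirmed hits need IC50 under 10 µM and bright autofluorescent wells are also inconclusive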
NTR1 agonist – NTR1-driven beta-arrestin-GFP spot formation – imaging, U2OS cells, high content, primary screen (AID 493036). agonist mode. P30989. activation, % at 20 µM. 330,000 tested, 0.17% active;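 active = activation at or above 40% of the spot to cytoplasm intensity ratio, with at least 20 cells analyzed; inconclusive = wells under 20 cells, flagged as cytotoxic or low count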;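 note: 0% = DMSO without peptide and 100% = 100 nM NTR1 peptide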
Target sequence (P30989 whole entry, looked up): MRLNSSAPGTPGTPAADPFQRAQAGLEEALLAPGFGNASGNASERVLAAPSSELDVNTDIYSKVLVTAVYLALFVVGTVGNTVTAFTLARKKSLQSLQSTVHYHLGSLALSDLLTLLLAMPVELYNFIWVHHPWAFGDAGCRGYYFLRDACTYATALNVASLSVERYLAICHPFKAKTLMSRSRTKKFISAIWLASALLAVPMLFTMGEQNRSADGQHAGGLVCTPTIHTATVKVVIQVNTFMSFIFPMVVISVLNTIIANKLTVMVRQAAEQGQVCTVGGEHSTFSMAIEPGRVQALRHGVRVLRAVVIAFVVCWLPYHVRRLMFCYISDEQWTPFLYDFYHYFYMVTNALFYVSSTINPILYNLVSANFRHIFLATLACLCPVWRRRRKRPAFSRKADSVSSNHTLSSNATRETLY
West Nile antiviral – inhibition of WNV-induced cytopathic effect – cell-based, CPE readout (AID 1621) | West Nile virus-infected cells, CPE inhibition; higher % means a stronger effect | one-dose CPE inhibition, % at 10 µM; IC50 in µM for titrated hits | 290,000 tested, 0.02% active; in the data active = a potency from the dose series; inconclusive = CPE inhibition mostly from about 3.7% at the one dose, without a potency; inactive = the rest, 99 in 100 with CPE inhibition below about 2.2%; note: strong numbers were not always called active
T cell modulator vesicle-bound % – recorded beside T cell modulator, whose call it bears; double positive events, %; measured here: CD8+ vesicle-bound cell fraction;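 binding gate set so that unloaded-vesicle control wells show 10% double positive cells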
NTR1 agonist cell count 20 µM – recorded beside NTR1 agonist, whose call it bears; cell count; measured here: cell count, cytotoxicity flag
Active calls of the source: *; i = inactive; ? = inconclusive; . = no result given; [ ] = dose if it differs, or a comment.

SMILES	GPR55 beta-arrestin	KOR beta-arrestin-1	T cell modulator	T cell modulator vesicle-bound %	GPR35 arrestin U2OS	PhoP inhibition	KOR beta-arrestin-2	GPR55 antagonists	NTR1 agonist	NTR1 agonist cell count 20 µM	West Nile antiviral
Cc1ccc(SCc2cc(=O)[nH]c(N3CCCCC3)n2)cc1	0.2%	40%	i	42	18%	0%	0.7%	7%	2.4	77	0.1%
CCCC(=O)Nc1nn(C)c2nc3c(C)cccc3cc12	0.2%	2%	i	35	1%	0%	-2.8%	-1%	1.2	64	0.1%
Cc1nnc(NCCc2ccccc2)c2ccccc12	-0.3%	-3%	i	45	-6%	3%	-4.0%	6%	-0.4	44	-1.1%
COc1cc(/C=C/c2ccc3cccc(OC)c3n2)c(OC(C)=O)c([N+](=O)[O-])c1	-0.1%	-8%	i	40	2%	13%	2.1%	5%	21	99	1.2%
COc1ccc(C=O)cc1COc1ccc([N+](=O)[O-])c(C)c1	1.1%	-32%	i	61	-5%	0%	-1.0%	-18%	5.5	44	0.9%
O=C(c1ccccc1)n1ccc2ccccc21	0.2%	-15%	i	58	1%	3%	-1.9%	-3%	-0.1	65	-0.3%
Cc1cc2c(c(=O)o1)C(C(C)C)C(C#N)=C(N)O2 (centres undefined)	-0.3%	-14%	i	38	-5%	14%	11%	9%	-0.9	95	0.9%
Cc1cccc(OCc2nnc(SCCC(=O)O)n2-c2ccccc2)c1	-0.2%	-6%[20 µM]	i	61	0%	-2%	1.5%	5%	0.8	74	-0.2%
Cc1ccc(-c2n[nH]c(=S)n2C)cc1Cl	-0.1%	-2%[20 µM]	i	41	?	-2%	-7.0%	3%	-1.1	56	-0.6%
O=C(CNC(=O)c1ccccc1F)OCc1csc(-c2ccccc2)n1	-0.7%	32%	i	42	2%	-2%	-1.3%	25%	-0.3	75	0.4%
c1ccc(Oc2nc(N3CCOCC3)nc(N3CCOCC3)n2)cc1	0.2%	9%	i	9	-10%	4%	-4.1%	-2%	0.0	59	0.1%
COc1ccc([N+](=O)[O-])cc1-c1[nH]c(-c2ccc(C(=O)O)cc2)nc1-c1ccccc1	-0.3%	-21%[20 µM]	i	64	-13%	5%	0.4%	5%	0.1	42	-0.7%
O=C(Nc1ccc(F)cc1)N1CCCC(c2nc3c(nnn3Cc3ccccc3Cl)c(=O)[nH]2)C1 (centres undefined)	0.1%	-1%	i	61	-18%	0%	-1.2%	4%	0.5	27	0.0%
Oc1ccccc1OCc1nc2ccccc2s1	0.0%	20%	i	48	-13%	5%	-1.0%	-4%	-2.6	95	-0.5%
O=C(NCC(=O)N(Cc1ccccc1)C(C(=O)NC1CCCC1)c1cccnc1)c1ccco1 (centres undefined)	0.2%	-60%	i	10	10%	0%	2.0%	4%	1.5	50	-0.2%
O=C(CCCCCNC(=O)N1CCn2c1nc1ccccc12)N[C@H](C(=O)O)c1ccccc1	0.2%	.	i	37	-2%	-4%	.	5%	-1.6	93	0.3%
O=C(CCc1ccccc1)NN1C(=O)C2C3C=CC(C3)C2C1=O (centres undefined)	-0.1%	-22%[20 µM]	i	13	-9%	-2%	-1.6%	12%	-2.0	49	0.1%
COc1ccc(C=C(C(C)=O)C(C)=O)cc1OC	0.0%	-8%	i	12	-2%	5%	-3.7%	4%	0.5	90	0.7%
Cc1onc(-c2c(F)cccc2Cl)c1C(=O)Nc1cccc2nsnc12	0.0%	20%	i	21	4%	-7%	0.0%	15%	3.6	70	-1.0%
CCCCn1cnc2cc(NCc3ccncc3)ccc21	0.5%	-8%	i	10	-2%	11%	-4.4%	2%	-0.8	47	-0.6%
Cc1cc(-c2ccc(C)c(S(=O)(=O)Nc3cc(C)on3)c2)on1	-0.1%	18%	i	38	11%	-9%	-2.3%	21%	0.4	60	0.6%
Cc1ccc(-n2nc(C)c(=O)c(-c3ccccc3)c2NC(=O)C(C)C)cc1	-0.1%	20%	i	25	-4%	-6%	-2.7%	12%	-0.5	48	-0.2%
CC(C)Cc1nnc(NC(=O)CCC(=O)NC2CCCc3ccccc32)s1 (centres undefined)	-0.1%	32%	i	12	11%	4%	-2.9%	2%	0.0	50	0.6%
CCNC(=S)N(CCc1c(C)[nH]c2ccc(C)cc12)Cc1cc(OC)c(OC)c(OC)c1	0.1%	-11%	i	35	5%	5%	-2.2%	9%	1.9	47	.
CCCc1cc(=O)oc2c(C)c(OCC(=O)N3C[C@H]4C[C@@H](C3)c3cccc(=O)n3C4)ccc12	-0.1%	-16%[20 µM]	i	8	-2%	.	-3.3%	3%	4.8	81	-0.2%
Cc1ccc2occ(/C=N/NC(=O)c3ccccc3C)c(=O)c2c1	-0.1%	-94%	i	58	-3%	-3%	5.9%	5%	3.8	59	0.4%
CN(C(=O)COC(=O)c1cc(S(=O)(=O)N2CCOCC2)c(Cl)cc1Cl)C1CCS(=O)(=O)C1 (centres undefined)	0.8%	37%	i	42	-7%	-7%	-5.3%	5%	0.8	44	-0.6%
Cc1cccc(NC(=O)C2CCCN(c3ncnc4c3nc3n4CCCCC3)C2)n1 (centres undefined)	-0.1%	-26%[20 µM]	i	49	4%	.	2.0%	0%	6.8	50	1.9%
CCOC(=O)C1CCCN(C(=O)C2CCC(CNS(=O)(=O)c3ccc(NC(C)=O)cc3)CC2)C1 (centres undefined)	0.0%	-7%	i	39	-7%	2%	-2.0%	-11%	-0.3	47	0.0%
O=C(NC1CCCc2ccccc21)c1ccc([N+](=O)[O-])cc1 (centres undefined)	-0.1%	28%	i	26	16%	-2%	-7.1%	-5%	-0.5	66	-0.4%
C[N+](C)(C)CCOP(=O)([O-])OC[C@H](O)CO	-0.2%	-2%	i	66	9%	-5%	-1.6%	0%	5.1	49	0.1%
COc1ccc(Sc2nc(-c3ccccc3)ncc2OC)cc1	-0.2%	15%	i	20	-9%	4%	-2.6%	-5%	10	27	0.3%
O=C(O)c1ccc(/C=C/c2nc3sc4c(c3c(=O)[nH]2)CCC4)cc1	-0.1%	-11%	i	63	-4%	-2%	1.7%	4%	1.7	62	0.2%
CC(=O)c1c(Nc2ccc3c(c2)OCCO3)oc(C)cc1=O	-0.1%	9%	i	42	-2%	11%	-12%	12%	4.2	55	0.0%
CCOC(=O)N1CCN(C(=O)CC(=O)Nc2ccc3nc4n(c(=O)c3c2)CCCCC4)CC1	-0.1%	-65%	i	38	13%	-3%	15%	-18%	1.0	51	0.0%
CCN(CC)S(=O)(=O)c1ccc(S(=O)(=O)N2CCC(C(=O)NC3CCN(Cc4ccccc4)CC3)CC2)cc1	-0.1%	-59%	i	24	12%	3%	3.4%	-4%	-1.0	51	-0.2%
Cc1cccc(C)c1NC(=O)C1CCCN(CCCc2ccccc2)C1 (centres undefined)	-0.1%	-52%	.	.	-6%	1%	5.0%	-1%	.	.	-0.4%
COC(=O)C(Cc1c[nH]c2ccccc12)NC(=O)C1CC1 (centres undefined)	-0.2%	-18%	i	17	1%	2%	-1.6%	4%	0.7	45	1.0%
CC(C)(C)C#CCn1c(/C=[N+](\[O-])C2CCCCC2)nc2ccccc21	-0.2%	8%[20 µM]	i	20	-4%	-13%	-2.3%	0%	4.9	60	-1.4%
CSCC[C@H](NC(=O)N1CCn2c1nc1ccccc12)C(=O)N[C@H](Cc1ccccc1)C(=O)O	-0.2%	.	i	5	0%	0%	.	-25%	1.9	96	-0.2%

Retrieved one by one from the entries so far (2):
SMILES	GPR55 beta-arrestin	KOR beta-arrestin-1	T cell modulator	T cell modulator vesicle-bound %	GPR35 arrestin U2OS	PhoP inhibition	KOR beta-arrestin-2	GPR55 antagonists	NTR1 agonist	NTR1 agonist cell count 20 µM	West Nile antiviral
Cc1ccc2occ(/C=N/NC(=O)c3ccccc3C)c(=O)c2c1	-0.1%	-94%	i	58	-3%	-3%	5.9%	5%	3.8	59	0.4%
O=C(CCCCCNC(=O)N1CCn2c1nc1ccccc12)N[C@H](C(=O)O)c1ccccc1	0.2%	.	i	37	-2%	-4%	.	5%	-1.6	93	0.3%

Further compounds follow.
SMILES	GPR55 beta-arrestin	KOR beta-arrestin-1	T cell modulator	T cell modulator vesicle-bound %	GPR35 arrestin U2OS	PhoP inhibition	KOR beta-arrestin-2	GPR55 antagonists	NTR1 agonist	NTR1 agonist cell count 20 µM	West Nile antiviral
CCOC(=O)N1CCN(c2c(NCCCN(CC)CC)c(=O)c2=O)CC1	-0.1%	-90%	i	48	10%	-10%	6.8%	43%	-1.2	94	-0.2%
CC(C)C[C@H](NC(=O)Nc1cccc(Br)c1)C(=O)O	-0.4%	.	i	68	12%	-2%	-2.5%	11%	13	82	-0.4%
Clc1ccc(-c2csc(N3CCOCC3)n2)cc1	-0.3%	-18%	.	.	15%	4%	1.8%	10%	0.6	107	-0.2%
Cc1ccccc1N=C(NO)c1nonc1N	-0.1%	-3%[20 µM]	i	40	7%	14%	.	10%	0.7	52	-0.4%
CN(C)/C=N/c1c(C#N)cnn1-c1nc2ccccc2s1	-0.2%	-23%	i	31	9%	-13%	12%	1%	0.1	50	-0.2%
CC(C)(C)CN1C(N)=NC[C@@H]1Cc1ccccc1	.	.	i	22	.	-4%	.	.	0.2	51	-0.5%
O=C(Nc1ccc(NC(=O)c2ccco2)cc1)c1ccc2c(c1)OCO2	-0.1%	17%	i	34	0%	-11%	3.4%	-9%	0.2	49	-0.1%
COc1ccc(Cn2c(=O)n(Cc3ccco3)c(=N)c3c4c(sc32)COC(C)(C)C4)cc1	0.8%	14%	i	52	2%	-9%	8.2%	12%	4.0	51	0.8%

A different layout for three compounds above:
structure | GPR55 beta-arrestin | KOR beta-arrestin-1 | T cell modulator | T cell modulator vesicle-bound % | GPR35 arrestin U2OS | PhoP inhibition | KOR beta-arrestin-2 | GPR55 antagonists | NTR1 agonist | NTR1 agonist cell count 20 µM | West Nile antiviral
CC(C)(C)CN1C(N)=NC[C@@H]1Cc1ccccc1 | . | . | i | 22 | . | -4% | . | . | 0.2 | 51 | -0.5%
O=C(Nc1ccc(NC(=O)c2ccco2)cc1)c1ccc2c(c1)OCO2 | -0.1% | 17% | i | 34 | 0% | -11% | 3.4% | -9% | 0.2 | 49 | -0.1%
COc1ccc(Cn2c(=O)n(Cc3ccco3)c(=N)c3c4c(sc32)COC(C)(C)C4)cc1 | 0.8% | 14% | i | 52 | 2% | -9% | 8.2% | 12% | 4.0 | 51 | 0.8%
